SENP8 block-1: human SENP8 protease inhibitors, primary screen, biochemical, fluorescence, Nedd8 protein substrate, uHTS; Sentrin-specific protease 8 (Homo sapiens), Q96LD8; 360,000 compounds, 0.64% hits; inhibition, % at 20 µM; AID 602440, 2012; recombinant SENP8; in the data active = inhibition mostly above about 40%, no sharp cut-off; inactive = mostly below about 27%
Target sequence (Q96LD8 whole entry, looked up): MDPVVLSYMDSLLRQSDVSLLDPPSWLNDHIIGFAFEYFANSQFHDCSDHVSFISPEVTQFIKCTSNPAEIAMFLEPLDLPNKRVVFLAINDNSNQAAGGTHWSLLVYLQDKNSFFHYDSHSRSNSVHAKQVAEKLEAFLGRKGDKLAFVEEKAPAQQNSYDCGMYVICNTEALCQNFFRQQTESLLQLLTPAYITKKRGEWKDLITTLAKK
UBC13 polyUb: UBC13 polyubiquitin chain formation inhibitors, primary screen, biochemical, TR-FRET, uHTS | AID 485273, 2010 | Ubiquitin-conjugating enzyme E2 N (Homo sapiens), P61088 | inhibition, % at 20 µM | 330,000 compounds, 0.47% hits; in the data active = inhibition above about 45%, passing the limit was not always enough
Target sequence (P61088 whole entry, looked up): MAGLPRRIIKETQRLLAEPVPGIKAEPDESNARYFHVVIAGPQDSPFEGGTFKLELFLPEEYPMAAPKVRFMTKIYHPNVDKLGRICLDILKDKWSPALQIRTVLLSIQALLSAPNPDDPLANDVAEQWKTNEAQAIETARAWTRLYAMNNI
Apaf-1 inh: inhibitors of human Apaf-1 apoptosome, primary screen, biochemical, DEVD-Rh110 fluorescence, uHTS; inhibition, % at 20 µM; 330,000 compounds, 0.71% hits; reconstituted apoptosome caspase-3 activity; Apoptotic protease-activating factor 1 (Homo sapiens), O14727; active = inhibition of at least 40% at 20 µM;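 note: plate controls were DMSO wells for no effect and DEVD-CHO caspase inhibitor wells for full effect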
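Material: cell-free apoptosome with Apaf-1, procaspase-3 and caspase-9; Buffer or medium: Hepes pH 7.5 with detergent and BSA; Reagent: cytochrome c trigger plus (Z-DEVD)2-Rh110 caspase-3 substrate; Times: compound with Apaf-1, dATP, procaspase-3 30 min, then 50 min reaction, room temperature; Technique: Rh110 fluorescence intensity.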
SENP6 block: SENP6 protease inhibitors, primary screen, biochemical, luminescence, uHTS; AID 2599, 2010; inhibition, % at 10 µM; 330,000 compounds, 1.8% hits; Recombinant SENP6 catalytic domain, aminoluciferin luminescence; Sentrin-specific protease 6 (Homo sapiens), Q9GZR1;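 active = inhibition above about 50% at the single tested dose, limit read from the data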;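 note: plate controls were DMSO wells with enzyme for no effect and DMSO wells lacking enzyme for full effect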
A3G deaminase: APOBEC3G DNA deaminase inhibitors, primary screen, biochemical, fluorescence, single-stranded DNA substrate, uHTS | recombinant A3G, ssDNA deamination FAM/TAMRA fluorescence | inhibition, % at 20 µM | 330,000 compounds, 0.28% hits | AID 493012, 2011;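 active = inhibition of at least 40% at 20 µM, with no more than 30% in the related APOBEC3A deaminase screen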;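 note: plate controls were DMSO wells with A3G for no effect and wells lacking A3G enzyme for full effect; some compounds called inactive have numbers as strong as hits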
Target sequence (Q9HC16 whole entry, looked up): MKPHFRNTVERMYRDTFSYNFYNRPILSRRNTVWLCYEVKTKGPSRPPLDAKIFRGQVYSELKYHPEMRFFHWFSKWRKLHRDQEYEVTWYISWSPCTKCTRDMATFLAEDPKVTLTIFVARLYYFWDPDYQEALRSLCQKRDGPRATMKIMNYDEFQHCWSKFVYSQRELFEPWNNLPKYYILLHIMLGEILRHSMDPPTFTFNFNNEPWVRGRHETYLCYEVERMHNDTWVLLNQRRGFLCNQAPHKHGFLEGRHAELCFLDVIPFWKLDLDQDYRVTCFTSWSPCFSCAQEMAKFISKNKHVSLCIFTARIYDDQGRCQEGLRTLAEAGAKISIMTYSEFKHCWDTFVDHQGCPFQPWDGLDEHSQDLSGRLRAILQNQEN
SENP8 block-2: SENP8 protease inhibitors, primary screen, biochemical, luminescence. AID 2540, 2010. 330,000 compounds, 1.2% hits. purified SENP8, Z-RLRGG-aminoluciferin cleavage. inhibition, % at 10 µM. Sentrin-specific protease 8 (Homo sapiens), Q96LD8; in the data active = inhibition above about 50%
SENP7 block: SENP7 protease inhibitors, primary screen, biochemical, luminescence, uHTS | Sentrin-specific protease 7 (Homo sapiens), Q9BQF6 | recombinant SENP7, Z-RLRGG-aminoluciferin luminescence, 40 min | inhibition, % at 5 µM | 330,000 compounds, 1.5% hits | AID 434973, 2010;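 active = inhibition above about 50% at the single test dose, limit read from the data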;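 note: plate controls were DMSO with enzyme for no effect and no enzyme buffer wells for full effect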
SENP1 inh: human SENP1 catalytic domain inhibitors, primary screen, biochemical, FRET, uHTS; recombinant SENP1 catalytic domain, CyPet-SUMO1-YPet FRET cleavage; Sentrin-specific protease 1 (Homo sapiens), Q9P0U3; inhibition, % at 10 µM; 360,000 compounds, 0.21% hits; AID 624204, 2012;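 active = inhibition at least 30% at 10 µM, raw YFP signal under a set limit, fluorescence ratio 0.5 to 1.5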;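 note: 0% = enzyme with DMSO and 100% = no enzyme wells; some results filed as inactive read as strong as hits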
Target sequence (Q9P0U3 419-644 limits assumed): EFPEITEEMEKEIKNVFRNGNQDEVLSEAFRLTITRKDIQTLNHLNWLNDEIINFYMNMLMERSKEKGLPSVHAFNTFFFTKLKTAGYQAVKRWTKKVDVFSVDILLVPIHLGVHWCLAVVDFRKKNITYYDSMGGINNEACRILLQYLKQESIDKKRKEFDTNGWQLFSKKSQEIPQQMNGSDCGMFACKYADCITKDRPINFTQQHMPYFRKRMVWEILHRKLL
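material = recombinant human SENP1 catalytic domain, His6-tagged | quantity = 20 pM enzyme | reagent = 25 nM SUMO1 FRET substrate | compound dosing = 10 µM single point, 0.5% DMSO | timing = 50 min enzyme reaction, room temperature, light-protected | detection = FRET, CFP and YFP emission | control set = no-enzyme low, enzyme-DMSO high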
* hit, by the source's call; . = no result given. Rows were taken by chance, and some 3.6% of all compounds hit somewhere here.

Order of results – SENP8 block-1	UBC13 polyUb	Apaf-1 inh	SENP6 block	A3G deaminase	SENP8 block-2	SENP7 block	SENP1 inh
Cc1cc(C)cc(-n2c(C)cc(C(=O)CSc3nnnn3C)c2C)c1
→ 18.2	3.2	9.7	5.9	-8.1	-9.1	-6.2	0.1
Cc1ccc(N2CC(C(=O)Nc3ccc(S(=O)(=O)Nc4nccs4)cc3)CC2=O)cc1 (configuration not stated)
→ 5.7	-9.1	12.4	-8.7	-4.8	-2.4	1.0	-1.0
O=C(CC1C(=O)NCCN1C(=O)Nc1ccccc1)Nc1ccc(F)cc1 (configuration not stated)
→ 5.9	-8.9	9.9	-13.6	-8.5	-6.7	-4.4	-0.4
Cc1ccc(Nc2nc3ccccc3n3cnnc23)c(Cl)c1
→ -234.4	10.0	15.3	-0.2	-9.1	4.2	5.5	-1.4
CN(Cc1ccccc1)C(=O)c1cccc(NC(=O)C2CCCN(C(=O)OC(C)(C)C)C2)c1 (configuration not stated)
→ 13.7	21.5	19.3	-4.9	-7.5	4.8	1.6	-0.7
Cc1ccc(Cn2c(N3CCCCCC3)nc3c2c(=O)[nH]c(=O)n3C)cc1
→ 14.8	1.0	12.9	5.3	2.5	-10.4	-6.1	1.0
CCN(Cc1ccccc1)S(=O)(=O)c1ccc(C(=O)N(CCCN(C)C)c2nc3c(C)c(C)ccc3s2)cc1
→ 12.7	15.1	33.5	0.1	0.0	-7.8	-13.0	1.6
CN(C)c1ccc(-c2nc3cnccn3c2Nc2ccc3c(c2)OCCO3)cc1
→ -316.1	10.3	-5.9	6.5	-7.5	-0.1	4.4	-35.0
CCNc1c(C(=O)O)ccc2c1C(=O)c1ccccc1C2=O
→ 17.9	-72.5	2.2	8.5	-0.5	8.0	7.4	2.7
CCOC(=O)Cc1csc(N)n1
→ 5.2	-12.7	-3.2	-13.8	-5.9	-7.6	2.1	0.2
Clc1ccc(Nc2cc(-c3ccccc3)nc3ncnn23)cc1
→ -72.1	-16.4	12.4	2.7	-6.7	-2.9	-15.0	0.4
CC1(C(=O)NNC(=O)C2CCCCC2)CC1(Cl)Cl (configuration not stated)
→ 16.9	4.8	-17.4	-15.6	-8.4	-1.2	3.4	0.5
COc1ccc(C2C3C=CCC(c4cccc(-c5ccc(C)cc5)c4)C3C(=O)N2Cc2ccccc2)cc1Cl (configuration not stated)
→ 7.5	-3.2	13.2	-13.9	-10.1	6.6	-2.0	-1.6
COC(=O)c1nnn(-c2nc(N3CCOCC3)nc(N3CCOCC3)n2)c1C
→ 21.1	14.1	-8.2	-6.8	-3.2	2.2	1.4	0.4
O=C(Nc1ncccc1O)c1ccc(S(=O)(=O)Nc2ccccc2)cc1
→ 15.8	-0.1	3.0	1.0	-1.7	-3.7	2.8	1.8
CSc1nnc(CNS(=O)(=O)c2ccc(Br)cc2)n1C
→ 7.2	3.4	-2.3	-13.3	-8.5	-5.6	-4.8	1.6
COc1cccc(/C=N/Nc2ncnc(Cl)c2N)c1O
→ -51.2	-38.2	-4.9	16.1	-8.6	6.6	14.5	-7.6
COc1cc(OC)cc(C(=O)NNc2nc3cc4c(cc3s2)OCO4)c1
→ 1.8	4.5	9.6	-1.7	-1.6	-7.8	5.6	-4.4
CC(C)NC(=O)C1CCN(C2CCN(C(=O)c3ccc4cccc(F)c4n3)CC2)CC1
→ 5.3	15.5	-5.3	-10.2	-7.1	-1.6	-2.0	-6.6
COc1ccc(NC(=O)Nc2nnc(-c3cccs3)s2)cc1
→ -134.4	5.7	-6.1	-3.7	-1.9	1.9	4.9	-2.8
O=C(COC(=O)c1cccc(S(=O)(=O)NCc2ccccc2)c1)NC1CC1
→ 1.8	11.0	-2.7	0.3	-5.3	6.2	4.9	-0.5
O=C(NCCc1nc2ccccc2[nH]1)/C(=C/c1ccc2c(c1)OCO2)NC(=O)c1ccccc1Cl
→ 4.4	0.1	1.0	-10.8	-5.2	-8.6	-6.9	-5.1
Cc1ccc(S(=O)(=O)/N=C(/c2ccccc2)N2CCOCC2)cc1
→ 12.1	2.9	-6.7	-18.0	-7.6	1.9	-7.4	0.5
O=S(=O)(c1ccc(Cl)cc1)N1CCC(N2CCOCC2)CC1
→ 19.4	-2.0	-5.8	-11.6	-10.8	-6.6	4.7	1.0
Cc1nnc2n(Cc3ccccc3)c(=O)c3c4c(sc3n12)COC(C(C)C)C4 (configuration not stated)
→ 28.2	3.5	21.3	-8.2	-4.4	3.9	-8.8	1.5
C=CCn1c(SCc2ccc(Cl)c(Cl)c2)nnc1C(CO)NC(=O)c1ccc(OC)cc1 (configuration not stated)
→ -204.3	15.9	18.3	-20.1	-7.8	-10.3	-9.4	2.8
COc1ccc2[nH]c3c(=O)n(CCCN4CCOCC4)cnc3c2c1
→ -470.1	10.3	-15.4	8.8	-5.1	3.7	-0.7	-0.9
CCc1ccc(-c2cc(C(=O)N3N=C(C(F)F)CC3(O)C(F)F)c3ccccc3n2)cc1 (configuration not stated)
→ -218.9	7.7	-9.6	-13.8	-7.5	1.2	11.7	2.7
COc1ccc(N2CCN(C(=O)CSc3nnc4ncccn34)CC2)cc1
→ 23.1	-6.4	-23.5	-1.8	-5.2	-1.2	-6.1	-1.0
C/C(=N/NC(=O)CNc1ccc(C)cc1)c1ccc(Br)s1
→ 15.2	4.7	16.0	2.7	-3.5	-3.3	-2.4	1.4
Cc1ccc(SCCC(=O)Nc2ccccc2C(=O)N2CCOCC2)cc1
→ 10.9	-3.9	-2.5	-9.9	-6.1	-1.0	-4.5	1.8
N#Cc1ccccc1Oc1ccc(S(=O)(=O)N2CCCCC2)cn1
→ -4.7	3.8	7.0	-3.2	2.4	3.7	3.0	0.5
CCC(C)C(=O)Nc1nc(C)c(-c2csc(Nc3cc(Cl)ccc3OC)n2)s1 (configuration not stated)
→ -203.5	-8.8	-4.7	1.9	-9.3	1.2	0.1	-8.6
Nc1ccc(S(=O)(=O)N2CCc3ccccc32)cc1
→ 18.6	3.4	3.5	4.9	-1.7	-3.2	-4.1	-3.0
CCc1c(C#N)sc(C(N)=O)c1CC
→ 2.3	0.6	-7.1	-11.7	-3.4	-10.6	0.3	0.9
CCCCCCC(=O)Nc1nc(C)c(-c2csc(Nc3cccc(OC)c3)n2)s1
→ -107.9	-4.4	25.3	-0.4	-0.3	-6.3	-0.5	-4.5
Cc1cccc(N(C(=O)c2snc(C(N)=O)c2N)C(C(=O)NCC2CCCO2)c2ccc(N(C)C)cc2)c1C (configuration not stated)
→ -185.9	8.6	24.1	20.6	-4.6	1.8	-1.5	-3.8
COc1ccccc1Nc1nc(C2(C)CCC(=O)O2)cs1 (configuration not stated)
→ 6.4	-5.5	10.9	-3.7	-2.8	1.5	-12.4	0.5
CCOC(=O)c1cn(Cc2ccccc2)c(C(=O)OC(C)(C)C)c1O
→ 5.9	4.8	16.7	-2.7	-4.5	2.4	-0.5	-0.4
CN1CCN(C(=O)c2ccccc2NC(=O)C(C)(C)C)CC1
→ 18.7	4.4	-4.9	-0.9	-0.6	-0.9	-0.1	3.0
Cc1cc(NC(=O)c2ccc(N3CCCC3)c([N+](=O)[O-])c2)no1
→ 9.9	-12.9	-11.1	-5.5	0.9	-6.8	3.6	-1.9
Cc1cccc(NC(=O)CC2Nc3cccc4cccc(c34)NC2=O)c1 (configuration not stated)
→ -40.4	5.7	70.6*	83.3*	-3.3	76.0*	67.2*	-43.7
O=c1/c(=C/c2ccccn2)sc2nc3ccccc3n12
→ -42.2	-1.5	7.5	84.2*	-4.0	79.0*	97.7*	22.6
N#CC1=C(N)SC(N)=C(C#N)C1c1cccc(Oc2ccccc2)c1
→ -72.3	38.1	-14.4	-10.2	-12.0	-1.1	-2.7	-23.3
COc1cccc(CN2CCNC(=O)C2CC(=O)NCc2cn3cccc(C)c3n2)c1OC (configuration not stated)
→ 5.5	-1.4	1.8	-2.1	1.3	0.2	2.2	-5.9
Cc1cc(C)c(C#N)c(N2CCOCC2)n1
→ -475.1	11.5	-5.0	-3.3	-6.6	0.7	1.5	1.1
CCCCn1cc([N+](=O)[O-])nc1C
→ 16.9	-4.7	-1.1	-39.2	-5.1	-4.0	-4.5	1.6
Cc1cc(O)c(C(C)C)cc1N=Cc1cc([N+](=O)[O-])ccc1O
→ 72.9*	-28.7	44.5*	24.6	3.7	-1.1	14.2	-0.9
CCc1ccc(CNCCSc2nnnn2C)cc1
→ 19.9	-1.4	2.1	1.2	-6.4	-10.9	-5.9	0.5
C/C=C/c1ccc(OCCCNC)c(OC)c1
→ 22.1	0.6	3.5	0.4	-0.1	-3.7	-2.3	3.0
CCc1nccn1C(=O)c1cnn2c(C(F)F)cc(-c3ccccc3)nc12
→ .	13.3	13.5	-9.8	-1.2	0.6	1.1	.
CCOC(=O)c1sc(NC(=O)CSc2ncccn2)nc1C
→ 9.5	-1.6	-0.4	-1.6	1.1	0.2	-8.3	1.1
CCC(=O)Nc1cccc(NC(=O)c2cccc([N+](=O)[O-])c2C)c1
→ 11.9	-7.4	-5.4	-1.6	-3.4	-3.4	-6.5	2.4
Cc1ccc(S(=O)(=O)N2[C@@H](c3ccc(Cl)cc3)C(C(=O)O)=CC[C@H]2c2ccc(C(C)C)cc2)cc1
→ 0.8	-33.6	19.9	14.1	3.4	10.3	6.2	0.6
COc1ccc(-c2noc(COc3ccccc3OC)n2)cc1OC
→ 4.0	15.9	23.2	-14.3	-12.0	-22.3	-18.8	1.8
O=C(CSc1nnc(CNc2ccccc2)o1)N1CCc2ccccc21
→ 14.2	3.0	3.1	-4.0	0.9	3.9	7.3	-1.0
Cc1nc2sc3c(c2c(=O)n1N)CCC3
→ 9.3	2.3	-5.8	-9.6	-3.8	-3.4	2.7	-3.2
O=C(O)c1cc(S(=O)(=O)NC23CC4CC(CC(C4)C2)C3)ccc1Cl
→ 17.6	1.5	-3.8	-5.8	-5.9	3.8	-1.2	1.2
CCN(CC(=O)NCc1cccnc1)S(=O)(=O)c1ccc(OC)cc1
→ 7.8	5.0	-0.1	-11.9	-2.6	-1.6	-0.1	0.7
CCOC(=O)C1=C(COC(=O)CNC(=O)c2cccc(C)c2)NC(=O)NC1C (configuration not stated)
→ 4.3	-0.7	0.3	-8.5	-8.9	-1.5	-3.3	-0.8

Ordered by SMILES length (rising): part of the list above.
Order of results – SENP8 block-1	UBC13 polyUb	Apaf-1 inh	SENP6 block	A3G deaminase	SENP8 block-2	SENP7 block	SENP1 inh
Cc1nc2sc3c(c2c(=O)n1N)CCC3
→ 9.3	2.3	-5.8	-9.6	-3.8	-3.4	2.7	-3.2
Cc1cc(C)c(C#N)c(N2CCOCC2)n1
→ -475.1	11.5	-5.0	-3.3	-6.6	0.7	1.5	1.1
CCOC(=O)c1sc(NC(=O)CSc2ncccn2)nc1C
→ 9.5	-1.6	-0.4	-1.6	1.1	0.2	-8.3	1.1
